GLS inh = qHTS for Inhibitors of Glutaminase (GLS) | Glutaminase kidney isoform, mitochondrial (Homo sapiens), O94925 | GLS enzymatic activity, qHTS titration | Potency, µM (titrated, usually from 45.5 µM), without a hit: at the highest dose activity change, negative = inhibition, usual class: inhibitors | actives 0.21% (n = 410,000); also: % is scaled to controls: 0 for no effect and ±100 for the full control effect
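Compounds were pin-transferred onto hKGA, after which L-glutamine (1 mM solution) and a detection mix of glutamate oxidase, HRP and Amplex Red were added. Initial and 30 min RT fluorescence reads were collected.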
BLM inh = qHTS Assay for Inhibitors of Bloom's syndrome helicase (BLM); Potency, µM (highest dose often 56.1 µM), for inactives: at the highest dose activity change, negative = inhibition, most hits filed as inhibitors; actives 0.2% (n = 350,000); recombinant BLM DNA unwinding, fluorescence dequenching;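 also: plate controls were vehicle for no effect and no enzyme for full effect; nearly all actives have a fitted effect of over 35% in size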
JMJD2A Tudor inh = qHTS Assay for Inhibitors of JMJD2A-Tudor Domain. Potency, µM (highest dose often 114 µM), for the others: at the top dose activity change, negative = inhibition, hits mostly inhibitors. AID 504339, 2011. actives 4.4% (n = 390,000). AlphaScreen JMJD2A-Tudor / H3K4me3 peptide binding; also: % is scaled to controls: 0 for no effect and ±100 for the full control effect; nearly all actives have a fitted effect of over 50% in size
G9a block = qHTS Assay for Inhibitors of Histone Lysine Methyltransferase G9a. Histone-lysine N-methyltransferase EHMT2 (Homo sapiens), Q96KQ7. G9a H3K9 monomethylation, AlphaScreen, 2 h. Potency, µM (highest dose often 102 µM), without a hit: at the highest dose activity, negative = inhibition, hits mostly inhibitors. actives 8.8% (n = 350,000). AID 504332, 2011; also: % is scaled to controls: 0 for no effect and ±100 for the full control effect; nearly all actives have a fitted effect of over 75% in size
Target sequence (Q96KQ7 913-1193 limits assumed): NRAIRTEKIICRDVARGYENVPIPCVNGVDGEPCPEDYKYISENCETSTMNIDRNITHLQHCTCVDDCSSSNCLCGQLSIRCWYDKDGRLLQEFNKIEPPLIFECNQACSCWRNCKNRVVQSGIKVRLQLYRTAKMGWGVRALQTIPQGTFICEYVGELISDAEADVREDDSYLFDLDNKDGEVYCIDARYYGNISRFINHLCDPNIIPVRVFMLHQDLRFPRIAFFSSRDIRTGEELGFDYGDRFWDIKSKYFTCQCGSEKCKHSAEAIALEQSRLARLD
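Readings reflect AlphaScreen signal from monomethyl-H3K9 antibody detection. HMT at 20 nM; substrate b-H3K9 500 nM; cofactor SAM 20 uM; 2 h RT reaction; compounds tested as titrations in qHTS with 15 min preincubation.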
Pin1 inh = qHTS Assay to Find Inhibitors of Pin1 | Peptidyl-prolyl cis-trans isomerase NIMA-interacting 1 (Homo sapiens), Q13526 | Pin1 FP peptide displacement, HiFluor488, 10 min | Potency, µM (series often up to 115 µM), for the others: at the top dose activity, negative = inhibition, usual class: inhibitors | actives 0.009% (n = 390,000) | AID 504891, 2011; active = well fitted inhibition curve with a large enough effect in the polarisation, with a control signal flat, not every such curve was filed as active; inconclusive = small, poorly fitted or top-dose-only effect, or effect the other way, or a change in a side signal; inactive = no such curve, though single readings can be large or run the other way; the % refers to the polarisation; also: % is scaled to controls: 0 for no effect and ±100 for the full control effect
Target sequence (Q13526 whole entry, looked up): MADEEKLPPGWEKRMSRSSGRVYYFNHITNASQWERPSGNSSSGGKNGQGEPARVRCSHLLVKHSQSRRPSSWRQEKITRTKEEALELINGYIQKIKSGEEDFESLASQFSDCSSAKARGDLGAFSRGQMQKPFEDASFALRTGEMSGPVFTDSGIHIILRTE
HP1b binding inh = HTS for Inhibitors of HP1-beta Chromodomain Interactions with Methylated Histone Tails | Chromobox protein homolog 1 (Homo sapiens), P83916 | AlphaScreen HP1-beta / biotin-H3K9me3 peptide binding | Potency, µM (titrated, usually from 114 µM), without a hit: at the highest dose activity change, negative = inhibition, usual class: inhibitors | actives 0.56% (n = 390,000); also: nearly all actives have a fitted effect of over 70% in size; inactives centre near 23
Target sequence (P83916 whole entry, looked up): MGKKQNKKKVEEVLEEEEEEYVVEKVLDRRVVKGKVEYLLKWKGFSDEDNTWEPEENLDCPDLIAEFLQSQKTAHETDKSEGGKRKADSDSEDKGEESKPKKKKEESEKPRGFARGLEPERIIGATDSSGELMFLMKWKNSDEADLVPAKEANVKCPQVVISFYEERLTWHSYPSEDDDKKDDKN
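HP1-beta protein (50 nM final) preincubated 30 min at room temperature with biotinylated H3(1-18)K9me3 peptide (50 nM) in PBS pH 7.4, 0.01% Tween-20, then compound added for 30 min. AlphaScreen streptavidin donor/nickel chelate acceptor beads (10 ug/mL final), 30 min dark, luminescence read.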
Tb PGK inh = qHTS Assay to Find Inhibitors of Phosphoglycerate Kinase. actives 0.043% (n = 380,000). AID 602233, 2012. PGK/GAPDH coupled, Kinase-Glo luminescence, 60 min. Potency, µM (highest dose often 57.5 µM), inactives show at the highest dose activity change, negative = inhibition, usual class: inhibitors. Phosphoglycerate kinase, glycosomal (Trypanosoma brucei brucei), P07378; also: % is scaled to controls: 0 for no effect and ±100 for the full control effect; nearly all actives have a fitted effect of over 60% in size
Target sequence (P07378 whole entry, looked up): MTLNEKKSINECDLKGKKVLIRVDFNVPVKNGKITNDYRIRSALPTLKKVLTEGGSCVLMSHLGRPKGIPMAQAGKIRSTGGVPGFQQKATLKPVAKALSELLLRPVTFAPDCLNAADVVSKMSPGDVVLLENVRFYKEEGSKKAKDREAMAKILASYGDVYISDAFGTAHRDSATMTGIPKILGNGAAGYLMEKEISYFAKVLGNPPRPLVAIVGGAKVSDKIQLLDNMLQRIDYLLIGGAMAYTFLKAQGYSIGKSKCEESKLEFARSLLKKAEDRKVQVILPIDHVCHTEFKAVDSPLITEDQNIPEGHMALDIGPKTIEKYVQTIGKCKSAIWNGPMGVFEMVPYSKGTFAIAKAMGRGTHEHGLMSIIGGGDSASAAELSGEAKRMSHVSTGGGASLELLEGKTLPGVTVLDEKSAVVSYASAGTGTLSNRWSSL
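Luminescent ATP detection (Kinase-Glo Plus) follows a 60-minute room-temperature incubation, with wells lacking PGK as controls. Buffer: 100 mM TEA (pH 7.6), 5 mM MgCl2, 0.01% Tween-20. Coupling enzyme GAPDH (100 nM final) supplies unstable 1,3-BPG in-well.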
BAZ2B block = qHTS Assay for Inhibitors of BAZ2B | Bromodomain adjacent to zinc finger domain protein 2B (Homo sapiens), Q9UIF8 | AlphaScreen BAZ2B-H3K14Ac peptide displacement | Potency, µM (highest dose often 114 µM), without a hit: top-dose activity change, negative = inhibition, hits mostly inhibitors | actives 4.4% (n = 360,000); also: % is scaled to controls: 0 for no effect and ±100 for the full control effect; nearly all actives have a fitted effect of over 60% in size
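In this displacement format the biotinylated H3(5-23) peptide acetylated at Lys14 serves as ligand at 50 nM, with BAZ2B at 50 nM in PBS pH 7.4 containing 0.01% Tween-20. Donor and acceptor beads are 10 ug/mL final.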
Pol iota inh = qHTS for Inhibitors of Polymerase Iota. DNA polymerase iota (Homo sapiens), Q9UNA4. actives 1% (n = 390,000). Pol iota fluorescent replication assay, 10 min. Potency, µM (doses to about 115 µM), for the others: at the top dose activity, negative = inhibition, actives largely listed as inhibitors
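Pol iota at 10 nM preincubated 15 min with compounds at room temperature; reaction started with fluorescent substrate, 50 nM final. Fluorescence read kinetically at 0 and 10 min; buffer-only wells as negative control.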
Active calls of the source: *; i = inactive; ? = inconclusive; / = no result given; [ ] = remark or other dose. Unless noted, calls follow the shape of the dose curve; as a rule, active = well fitted curve in the direction sought with a large enough effect; inconclusive = small, poorly fitted or top-dose-only effect, or another doubt; inactive = no such curve, though single readings can be large; an effect the other way counts as inactive or inconclusive. Potency is read from the fitted curve at half-maximal effect.

| GLS inh | BLM inh | Molecule | JMJD2A Tudor inh | G9a block | Pin1 inh | HP1b binding inh | Tb PGK inh | BAZ2B block | Pol iota inh |
| --- | --- | --- | --- | --- | --- | --- | --- | --- | --- |
| -8% | -1% | COC(=O)c1ccccc1NC(=O)c1noc2c1CCCC2 | 26% | 7%[12.7 µM] | -4% | 61%[activator] | i | 7% | 17% |
| -5% | -11% | CCOC(=O)c1nn(-c2ccccc2F)c2nc(Nc3ccccc3)cc(=O)n12 | -6% | -24% | ? | 23% | i | -18% | 23% |
| -7% | / | O=C(Cc1ccc([N+](=O)[O-])cc1)NCCc1ccc2c(c1)OCO2 | ? | / | -5% | 28% | -2% | / | 5% |
| 1% | -3% | Cc1cc(O)cc(O)c1C(=O)Cc1ccccc1 | -15% | 26%[59 µM] | 7% | 28% | 0% | -2% | -3% |
| 0% | 1% | COc1ccc(N=c2scc(C)n2CCCN2CCCC2=O)cc1 | -16% | ? | -9% | 36% | -1% | / | 168%[activator] |
| -10% | -8% | Cc1ccc2c(c1)nnn2C1CCN(CC(=O)Nc2ccc3c(c2)OCCO3)CC1 | -6%[57.1 µM] | -7%[59 µM] | 0% | 53%[activator] | 0% | -5% | 11% |
| 5% | -4% | CC1CN(S(=O)(=O)c2cccc(C(=O)NCc3ccc4c(c3)OCO4)c2)CC(C)O1 (configuration not stated) | -5% | 19% | -2% | 19% | -9% | 2% | -5% |
| 14% | 1% | Cc1nn(C)c(C)c1CN(C)S(=O)(=O)c1ccc2ccccc2c1 | -18% | 16%[59 µM] | -4% | 21% | 2% | -4% | -5% |
| 2% | / | CN(CCc1ccccc1)C(=O)c1ccc(NC(=O)Cc2ccc(NC(=O)C3CCCN(C(=O)c4ccccc4)C3)cc2)cc1 (configuration not stated) | -7% | / | 11% | 49%[activator] | 0% | / | 16% |
| -3% | / | c1ccc(-c2nc3cccnc3nc2-c2ccccc2)cc1 | 0% | / | -2% | 22% | i | / | -31%[58.9 µM] |
| 3% | 1% | O=C(O)CSc1cc(C(F)(F)F)nc(-c2ccccn2)n1 | ? | ? | -1% | 9% | 4% | ? | 15% |
| -1% | -10% | CCOC(=O)c1sc2nc(N3CCOCC3)c3c(c2c1N)CCN(Cc1ccccc1)C3 | -30% | / | 2% | 1% | 4% | -33% | 19% |
| 0% | / | CN(C)c1nc(Cl)nc2c1nc(Cl)n2C1CCCCO1 (configuration not stated) | 1% | / | -6% | 45%[activator] | -8% | / | 7% |
| -20% | -14% | Cc1ccc(Nc2nc(-c3ccc(O)cc3O)cs2)nc1 | ? | 10µM* | ? | ? | 1% | 50µM* | 29% |
| 2% | 1% | Nc1nc(Nc2ccc(Cl)cc2)nc2ccccc12 | -24% | -4%[12.7 µM] | -5% | 8% | -15% | -4% | -4% |
| -4% | -6% | CC12C(=O)N(c3cccc(OC(=O)c4ccco4)c3)C(=O)C1C1c3ccccc3C2c2ccccc21 (configuration not stated) | -14% | -2% | 13% | 13% | -10% | -2% | -9% |
| 6% | -6% | CCSc1nc(N2CCOCC2)c2c(c1C#N)CCCC2 | 40%[activator] | 87%[activator] | -1% | 69%[activator] | -4% | 22% | 14% |
| 0% | -3% | O=[N+]([O-])c1ccc(C(O)CN2CCOCC2)cc1 (configuration not stated) | -11% | 10% | -3% | -12% | -1% | -3% | 57%[activator] |
| 0% | -7% | Cc1nnc(SCC(=O)NNC(=O)c2ccc(Cl)cc2)n1CC1CCCO1 (configuration not stated) | -2% | 35µM* | -4% | 33% | -4% | -38% | 75%[activator] |
| 2% | -4% | S=C(NCCCN1CCOCC1)N1CCN(c2nc(-c3ccccc3)cs2)CC1 | ? | 56µM* | 0% | -14% | 2% | ? | 1% |

A draw from above in order of molar mass, highest first.
| GLS inh | BLM inh | Molecule | JMJD2A Tudor inh | G9a block | Pin1 inh | HP1b binding inh | Tb PGK inh | BAZ2B block | Pol iota inh |
| --- | --- | --- | --- | --- | --- | --- | --- | --- | --- |
| 0% | / | CN(C)c1nc(Cl)nc2c1nc(Cl)n2C1CCCCO1 (configuration not stated) | 1% | / | -6% | 45%[activator] | -8% | / | 7% |
| -3% | / | c1ccc(-c2nc3cccnc3nc2-c2ccccc2)cc1 | 0% | / | -2% | 22% | i | / | -31%[58.9 µM] |
| 2% | 1% | Nc1nc(Nc2ccc(Cl)cc2)nc2ccccc12 | -24% | -4%[12.7 µM] | -5% | 8% | -15% | -4% | -4% |
| 0% | -3% | O=[N+]([O-])c1ccc(C(O)CN2CCOCC2)cc1 (configuration not stated) | -11% | 10% | -3% | -12% | -1% | -3% | 57%[activator] |

The results go on.
| GLS inh | BLM inh | Molecule | JMJD2A Tudor inh | G9a block | Pin1 inh | HP1b binding inh | Tb PGK inh | BAZ2B block | Pol iota inh |
| --- | --- | --- | --- | --- | --- | --- | --- | --- | --- |
| -3% | / | COc1cccc(N2C(=O)CC(N3CCN(S(=O)(=O)c4ccccc4[N+](=O)[O-])CC3)C2=O)c1 (configuration not stated) | -6% | / | 1% | 32% | 1% | / | 15% |
| -18% | -5% | O=C(CCNS(=O)(=O)c1cccc2nsnc12)NCc1ccccc1Cl | 1% | -21% | -5% | 18% | -4% | 10% | 18% |
| 0% | -10% | CCOc1cccc(/C(O)=C2/C(=O)C(=O)N(CCOC)C2c2ccco2)c1 (configuration not stated) | 79µM* | ? | -12% | 19% | -16% | 9% | ? |
| ? | ? | COC(=O)c1cccc(-c2ccc(C(c3c(C)[nH][nH]c3=O)c3c(C)[nH][nH]c3=O)o2)c1 | 56µM* | 2.2µM* | 9% | ? | -2% | 40µM* | 7.1µM* |
| -12% | / | CN(c1ccccc1)S(=O)(=O)c1cccc(NC(=O)C2=NNC(=O)CC2)c1 | -2% | / | 1% | 10%[57 µM] | -1% | / | 29% |
| 0% | 0% | Cc1cc(=O)n(CC(=O)NC2CC2)c2c1c(C)nn2-c1ccccc1 | -14% | 1% | 0% | 24% | i | -6%[57.1 µM] | 18% |
| 1% | / | Cc1nc2c(C)cccn2c(=O)c1NC(=O)c1ccc(Br)o1 | -11% | 0% | -1% | 30% | -1% | -4% | 21% |
| -10% | 3% | Cc1cc(C)cc(NC(=O)C2C3C=CC4(O3)C2C(=O)N(CCCN2CCCC2)C4C(=O)NC2CCCC(C)C2C)c1 (configuration not stated) | -1% | 30% | -7% | 4% | -3% | 1% | 67%[activator] |
| -15% | 4% | CCC[n+]1c(C)sc2c(OC)ccc(OC)c21 | 16µM* | 25µM* | -8% | 40%[activator] | -7% | 5% | 117%[activator] |
| 3% | / | Cc1ccc(S(=O)(=O)N2CCN(C(=S)NCC3CCCO3)CC2)cc1 (configuration not stated) | -14% | -2% | -3% | 30% | i | -7% | 22% |
| -9% | / | Cc1c(NC(=O)COC(=O)/C=C/c2cccc(Br)c2)c(=O)n(-c2ccccc2)n1C | 0% | 1%[2.33 µM] | -5% | 25% | -5% | 7% | ? |
| 12% | -12% | OC(COC(c1ccc(F)cc1)c1ccc(F)cc1)CN1CCc2ccccc2C1 (configuration not stated) | 18µM* | 4.5µM* | -2% | ? | 2% | 45µM* | 14% |
| 1% | -1% | CC(=O)Nc1ccc(NC(=O)COC(=O)C2(c3ccc(Cl)cc3)CCCC2)cc1 | -13% | ? | 1% | 6% | i | 9% | 1% |
| 46%[activator] | -2% | CCc1ccc2c(c1)/C(=C/C(=O)c1cccs1)C(=O)N2 | 13µM* | 11µM* | -4% | -40% | -9% | 11µM* | ? |
| -6% | -1% | COC(=O)CCSCc1cn2cc(Cl)ccc2n1 | -15% | 40µM* | 1% | 49%[activator] | 4% | 4% | 9% |
| -2% | / | CCN(C(=O)COC(=O)Cn1c(=O)oc2ccccc21)c1c(N)n(Cc2ccccc2)c(=O)[nH]c1=O | -12% | / | -5% | 23% | i | / | -1% |
| 7.9µM* | -3% | O=C(Nc1cc(S(=O)(=O)N2CCOCC2)ccc1N1CCCC1)c1ccc2c(c1)S(=O)(=O)c1ccccc1C2=O | ? | / | -10% | 4µM* | 4% | ? | 49%[activator] |
| 2% | -1% | O=C(Cc1ccccc1)NCC(=O)N1CCC2(CC1)NCCc1[nH]cnc12 | 2% | 17% | 6% | 43%[activator] | -9% | -22% | 7% |
| -9% | -5% | Cc1ccsc1C(=O)Nc1ccc(O)c(-c2nc3ccccc3s2)c1 | -24% | -16% | 17% | 22% | -2% | -17% | 95%[activator] |
| 2% | -4% | O=C(CSc1nc2ccccc2s1)Nn1cnnc1 | -16% | -25%[12.7 µM] | 50%[activator] | 41%[activator] | -5% | ? | -17% |
| 24% | -1% | CC(C)(C)C1CCc2c(sc3nc(SCC(=O)O)nc(N)c23)C1 (configuration not stated) | -12% | 28µM* | -9% | 14% | -3% | -13% | -6% |
| 4% | -15% | CN1CCN(S(=O)(=O)c2ccc(Br)c3nsnc23)CC1 | -8% | ? | 0% | 18% | 2% | -3% | 4% |
| -8% | / | CCn1nnc2cc(C(=O)Nc3cc(OC)cc(OC)c3)ccc21 | -12% | 4%[2.33 µM] | 8% | 36% | -6% | 3% | 21% |

Pulled by compound from the entries so far:
| GLS inh | BLM inh | Molecule | JMJD2A Tudor inh | G9a block | Pin1 inh | HP1b binding inh | Tb PGK inh | BAZ2B block | Pol iota inh |
| --- | --- | --- | --- | --- | --- | --- | --- | --- | --- |
| ? | ? | COC(=O)c1cccc(-c2ccc(C(c3c(C)[nH][nH]c3=O)c3c(C)[nH][nH]c3=O)o2)c1 | 56µM* | 2.2µM* | 9% | ? | -2% | 40µM* | 7.1µM* |
| 12% | -12% | OC(COC(c1ccc(F)cc1)c1ccc(F)cc1)CN1CCc2ccccc2C1 (configuration not stated) | 18µM* | 4.5µM* | -2% | ? | 2% | 45µM* | 14% |

Screens from PubChem.

This is a subset; rates above refer to the full screens.
